NS3 helicase inh: inhibitors of Hepatitis C virus NS3 helicase. NS3 helicase DNA unwinding, Cy5 molecular beacon fluorescence. inhibition, % at 10.9 µM. 0.56% of 290,000 active;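 active = inhibition above the mean of all tested compounds plus 3 SD, set per campaign, cut at about 35% in these data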;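 also: 0% = DMSO wells and 100% = thioflavine S control wells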
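System: NS3 helicase fragment of HCV / Schedule: 1 h at 25 °C / Control set: DMSO alone as 0% and 110 µM thioflavine S as 100% / Reagent: Cy5/quencher beacon DNA duplex and ATP to start / Technique: Cy5 fluorescence / Replication: singlicate / Evaluation: % inhibition of end-to-start signal ratio versus controls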
FID counter: displaces DNA intercalator in HCV helicase counter-screen; inhibition, % at 7.9 µM; 0.17% of 290,000 active; DNA fluorescent intercalator displacement, fluorescence; AID 1845; in the data active = inhibition above about 37%;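 also: 0% = vehicle and 100% = reference compound; higher means more ethidium bromide displaced from hairpin DNA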
IDE cell activ: boosts human insulin-degrading enzyme activity in HEK cells; P14735; FAbeta-B cleavage, fluorescence polarization; 0% vehicle, 100% cell-free pure enzyme wells; activation, % at 5.96 µM; 0.073% of 340,000 active; AID 493087;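 active = activation above the mean of all tested compounds plus 3 SD, set per screening campaign, cut at about 17% in these data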
VIM-2 inhibitor: blocks Pseudomonas aeruginosa VIM-2 metallo-beta-lactamase; purified VIM-2, nitrocefin hydrolysis, epi-absorbance fluorescence; inhibition, % at 5.6 µM; 0.89% of 290,000 active; AID 1527;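 active = inhibition above the mean of all tested compounds plus 3 SD, cutoff set per screening run, cut at about 7.5% in these data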;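 also: red hydrolysis product quenches plate fluorescence so inhibitors raise well fluorescence; 0% = enzyme with DMSO and 100% = DMSO without enzyme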
MEKK3 PB1 HTS: modulators (inhibitors or enhancers) of MEK5 binding to human MEKK3 PB1 domain; Q99759; 1.4% of 290,000 active; binding response (% of control), % at 10 µM; AID 1529; bead-based flow cytometry, Alexa488-MEK5 binding to MEKK3; actives lie on both sides; 0 = blocked by unlabeled MEK5, 100 = vehicle;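 active = binding response more than 3 SD above or below the average of its plate-row segment, actives on both sides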;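 also: Alexa488 bead fluorescence after subtracting the streptavidin-only scavenger bead signal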
Target sequence (Q99759 whole entry, looked up, the tested form may be a part): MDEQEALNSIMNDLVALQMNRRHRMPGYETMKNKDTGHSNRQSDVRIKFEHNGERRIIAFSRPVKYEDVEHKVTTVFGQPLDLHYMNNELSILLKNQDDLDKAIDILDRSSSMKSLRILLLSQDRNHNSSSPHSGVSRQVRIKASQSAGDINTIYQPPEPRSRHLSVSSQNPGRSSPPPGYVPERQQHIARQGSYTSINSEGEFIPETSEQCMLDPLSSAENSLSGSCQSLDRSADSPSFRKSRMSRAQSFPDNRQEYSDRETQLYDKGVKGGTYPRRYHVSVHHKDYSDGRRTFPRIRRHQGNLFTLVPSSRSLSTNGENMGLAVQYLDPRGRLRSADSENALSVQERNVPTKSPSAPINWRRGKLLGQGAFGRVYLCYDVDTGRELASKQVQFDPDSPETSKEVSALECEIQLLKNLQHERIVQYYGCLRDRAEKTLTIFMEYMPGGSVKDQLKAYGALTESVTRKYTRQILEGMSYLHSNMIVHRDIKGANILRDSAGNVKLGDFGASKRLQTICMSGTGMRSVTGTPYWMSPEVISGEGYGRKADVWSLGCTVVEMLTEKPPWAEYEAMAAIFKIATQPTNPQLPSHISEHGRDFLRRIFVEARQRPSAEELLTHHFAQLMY
IMP-1 inhibitor: blocks Pseudomonas aeruginosa IMP-1 metallo-beta-lactamase; purified IMP-1, nitrocefin hydrolysis, epi-absorbance fluorescence; inhibition, % at 5.6 µM; 0.45% of 290,000 active;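 active = inhibition above the mean plus 3 SD of all compounds in the same screening run, cut at about 4.5% in these data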;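 also: 0% = IMP-1 with DMSO and 100% = DMSO wells lacking enzyme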
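System – purified recombinant IMP-1 beta-lactamase · Input – IMP-1 dispensed at 0.2 nM · Timing – 15 min preincubation plus 25 min reaction at 25 °C · Signal – Epi-absorbance fluorescence, 480 nm excitation, 530 nm emission · Measure – percent IMP-1 inhibition derived from blank-referenced optical density · Controls – Enzyme-plus-DMSO low control, enzyme-free DMSO high control · Replication – singlicate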
pCIP destab: lowers stability of the mouse p/CIP coactivator protein. F442A p/CIP-EGFP cells, EGFP fluorescence, 16 h. 0.01% of 290,000 active. decrease of EGFP signal, % at 10 µM. Q05BA5;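 active = EGFP signal decrease of at least 30% at 10 µM or well 3 SD below plate mean, unless failing retest; inactive = the rest, including hits failing retest or dose response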; also: some compounds called inactive have numbers as strong as hits; many of its hits are not listed in these tables
PHOSPHO1 inh: inhibitors of human PHOSPHO1 phosphatase; Q8TCT1; recombinant PHOSPHO1, absorbance phosphatase assay; inhibition, % at 13.3 µM; 1.1% of 290,000 active; AID 1565; in the data active = inhibition above about 60%
Target sequence (Q8TCT1 whole entry, looked up): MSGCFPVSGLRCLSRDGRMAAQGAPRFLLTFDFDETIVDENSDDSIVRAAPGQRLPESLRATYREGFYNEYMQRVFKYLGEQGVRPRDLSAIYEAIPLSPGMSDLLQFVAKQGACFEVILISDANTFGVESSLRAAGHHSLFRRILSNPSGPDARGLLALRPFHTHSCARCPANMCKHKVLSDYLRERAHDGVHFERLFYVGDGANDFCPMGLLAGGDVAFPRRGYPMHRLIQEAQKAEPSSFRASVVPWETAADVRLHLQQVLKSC
SUMO HTRF inh: inhibitors of human SUMOylation (UBC9). P63279. HTRF SUMOylation assay, SAE1/SAE2 + UBC9, in vitro. inhibition, % at 35 µM. 0.36% of 290,000 active. AID 2006; in the data active = inhibition above about 50%, passing the limit was not always enough; also: strong numbers were not always called active
Target sequence (P63279 whole entry, looked up): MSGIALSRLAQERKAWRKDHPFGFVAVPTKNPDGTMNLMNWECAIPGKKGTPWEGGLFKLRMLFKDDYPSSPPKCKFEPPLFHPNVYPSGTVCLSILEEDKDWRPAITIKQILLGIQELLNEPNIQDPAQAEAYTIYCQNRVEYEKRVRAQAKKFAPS
* marks the source's active call; other numbers are inactive results. Not all compounds are listed. The share of hits here may be higher or lower than overall.

Cc1cc(C(=O)Nc2nncs2)oc1C was read as NS3 helicase inh -2, FID counter -3, IDE cell activ 1, VIM-2 inhibitor 0.8, MEKK3 PB1 HTS 100, IMP-1 inhibitor -1.6, pCIP destab -4, PHOSPHO1 inh 14 and SUMO HTRF inh -6.
`O=C1C(Cl)=C(N2CCCCCC2)C(=O)N1c1ccccc1Cl` gave NS3 helicase inh 17, FID counter -7, IDE cell activ -1, VIM-2 inhibitor -2.7, MEKK3 PB1 HTS 90, IMP-1 inhibitor -4.3, pCIP destab -3, PHOSPHO1 inh 9 and SUMO HTRF inh -8.
`O=c1c2ccccc2nnn1COc1cccc(Cl)c1` gave NS3 helicase inh -2, FID counter -4, IDE cell activ 3, VIM-2 inhibitor -1.6, MEKK3 PB1 HTS 107, IMP-1 inhibitor -3.5, pCIP destab 0, PHOSPHO1 inh -7 and SUMO HTRF inh -8.
Screening CC(c1ccncn1)N(C)Cc1nc(Cc2ccccc2F)no1 (stereo not given) returned NS3 helicase inh 18, FID counter -8, IDE cell activ 6, VIM-2 inhibitor 0.9, MEKK3 PB1 HTS 97, IMP-1 inhibitor -0.7, pCIP destab -5, PHOSPHO1 inh 31 and SUMO HTRF inh 20.
`COc1ccc(/C=C(/NC(=O)c2ccccc2)C(=O)N2CCOCC2)cc1OC` gave NS3 helicase inh 21, FID counter -24, IDE cell activ 3, VIM-2 inhibitor -4.2, MEKK3 PB1 HTS 98, IMP-1 inhibitor -1.9, pCIP destab -19, PHOSPHO1 inh 28 and SUMO HTRF inh -7.
O=C(Cc1ccccc1)NC1CCSc2ccccc21 (stereo not given) was read as NS3 helicase inh 1, FID counter -8, IDE cell activ 8, VIM-2 inhibitor -2.6, MEKK3 PB1 HTS 104, IMP-1 inhibitor -1.7, pCIP destab -6, PHOSPHO1 inh 42 and SUMO HTRF inh -15.
CCCCOc1ccc(C2/C(=C(\O)c3ccc4c(c3)OCCO4)C(=O)C(=O)N2CCCN2CCOCC2)cc1 (stereo not given) was read as NS3 helicase inh 3, FID counter -42, IDE cell activ -1, VIM-2 inhibitor -0.7, MEKK3 PB1 HTS 101, IMP-1 inhibitor -0.4, pCIP destab -4, PHOSPHO1 inh 36 and SUMO HTRF inh 7.
For COC(=O)c1c(NC(NC(=O)C(C)C)C(Cl)(Cl)Cl)sc2c1CCC2 (stereo not given) the results were NS3 helicase inh 16, FID counter -19, IDE cell activ 0, VIM-2 inhibitor -1.3, MEKK3 PB1 HTS 112, IMP-1 inhibitor -1.5, pCIP destab -5, PHOSPHO1 inh -7 and SUMO HTRF inh 15.
`COc1ccc(C2(C(=O)N3CCOCC3)CCCC2)cc1` gave NS3 helicase inh 4, FID counter -3, IDE cell activ -2, VIM-2 inhibitor -1.0, MEKK3 PB1 HTS 102, IMP-1 inhibitor -3.7, pCIP destab -7, PHOSPHO1 inh -2 and SUMO HTRF inh -3.
For COc1cc(OC)c(NC(=O)CCc2nc(-c3ccc(C)cc3)no2)cc1Cl the results were NS3 helicase inh -2, FID counter 3, IDE cell activ -1, VIM-2 inhibitor -6.0, MEKK3 PB1 HTS 101, IMP-1 inhibitor -7.7, pCIP destab -6, PHOSPHO1 inh 23 and SUMO HTRF inh 9.
For CCCn1c(=N)n(CC(=O)c2ccc(Cl)cc2)c2ccccc21 the results were NS3 helicase inh -35, FID counter 15, IDE cell activ -2, VIM-2 inhibitor 0.3, MEKK3 PB1 HTS 103, IMP-1 inhibitor -1.3, pCIP destab -20, PHOSPHO1 inh 35 and SUMO HTRF inh 10.
`N#CC1=C(N)OC2=C(C(=O)CCC2)C1Cc1ccccc1` (stereo not given) gave NS3 helicase inh 6, FID counter -3, IDE cell activ 7, VIM-2 inhibitor -1.1, MEKK3 PB1 HTS 102 and IMP-1 inhibitor -2.6.
`COc1ccc(C(=O)NC23CC4CC(CC(C4)C2)C3)cc1OC` gave NS3 helicase inh -8, FID counter -34, IDE cell activ 1, VIM-2 inhibitor 2.2, MEKK3 PB1 HTS 103, IMP-1 inhibitor -0.1, pCIP destab -4, PHOSPHO1 inh 3 and SUMO HTRF inh 7.
CC(C)(C)NC(=O)C(c1ccncc1)N(C(=O)c1csnn1)c1cccc2ccccc12 (stereo not given) was read as NS3 helicase inh 5, FID counter -10, IDE cell activ 1, VIM-2 inhibitor -4.9, MEKK3 PB1 HTS 143*, IMP-1 inhibitor -2.3, pCIP destab -7, PHOSPHO1 inh 45 and SUMO HTRF inh 14.
For Cc1oc(-c2ccccc2)nc1C(=O)Nc1nccs1 the results were NS3 helicase inh 2, FID counter -1, IDE cell activ -9, VIM-2 inhibitor -2.5, MEKK3 PB1 HTS 103, IMP-1 inhibitor -2.0, pCIP destab -2, PHOSPHO1 inh 1 and SUMO HTRF inh 14.
Screening COc1ccc(N(C(=O)c2snc(C(N)=O)c2N)C(CC(C)C)C(=O)NCC2CCCO2)cc1 (stereo not given) returned NS3 helicase inh 1, FID counter -44, IDE cell activ 1, VIM-2 inhibitor -3.3, MEKK3 PB1 HTS 107, IMP-1 inhibitor -2.2, pCIP destab -4, PHOSPHO1 inh 28 and SUMO HTRF inh 10.
Cc1c(N=C2C=CC(=O)c3ccccc32)c(=O)n(-c2ccccc2)n1C was read as NS3 helicase inh 6, FID counter -3, IDE cell activ -4, VIM-2 inhibitor -2.8, MEKK3 PB1 HTS 99, IMP-1 inhibitor -3.7, pCIP destab -12, PHOSPHO1 inh -2 and SUMO HTRF inh 56.
For CNC(=S)N1CCN(c2ccccn2)CC1 the results were NS3 helicase inh 1, FID counter 1, IDE cell activ 5, VIM-2 inhibitor -1.1, MEKK3 PB1 HTS 102, IMP-1 inhibitor -3.7, pCIP destab -8, PHOSPHO1 inh -1 and SUMO HTRF inh 4.
`O=C1NCCN1CCNS(=O)(=O)c1ccc(F)cc1` gave NS3 helicase inh -2, FID counter 2, IDE cell activ 10, VIM-2 inhibitor -1.2, MEKK3 PB1 HTS 103, IMP-1 inhibitor -2.4, pCIP destab 4, PHOSPHO1 inh 36 and SUMO HTRF inh 7.
Screening COC(=O)CN(c1ccc(OC)cc1)S(=O)(=O)c1ccc(OC)c(OC)c1 returned NS3 helicase inh 7, FID counter -13, IDE cell activ 5, VIM-2 inhibitor -3.4, MEKK3 PB1 HTS 101, IMP-1 inhibitor -1.9, pCIP destab -2, PHOSPHO1 inh 51 and SUMO HTRF inh -2.
`C=CCNC(=S)NNC(=O)c1cc(Cl)ccc1OC` gave NS3 helicase inh -1, FID counter 1, VIM-2 inhibitor -5.7, MEKK3 PB1 HTS 105, IMP-1 inhibitor -3.4, pCIP destab 1, PHOSPHO1 inh -112 and SUMO HTRF inh 6.
Screening Clc1cccc(CN2CCN(Cc3nc(CCc4ccccc4)no3)CC2)c1 returned NS3 helicase inh 4, FID counter -10, IDE cell activ 2, VIM-2 inhibitor -1.6, MEKK3 PB1 HTS 103, IMP-1 inhibitor -2.2, pCIP destab 4, PHOSPHO1 inh -33 and SUMO HTRF inh -6.
For Cc1ccc(-c2n[nH]c(=S)n2Cc2ccccc2)cc1 the results were NS3 helicase inh 12, FID counter -22, IDE cell activ 2, VIM-2 inhibitor 12*, MEKK3 PB1 HTS 104, IMP-1 inhibitor -0.1, pCIP destab -3, PHOSPHO1 inh 100* and SUMO HTRF inh 9.
Screening CN(C(=O)c1cc(S(=O)(=O)N2CCc3ccccc32)cn1C)C1CCCCC1 returned NS3 helicase inh 7, FID counter -40, IDE cell activ 3, VIM-2 inhibitor -4.1, MEKK3 PB1 HTS 94, IMP-1 inhibitor -4.9, pCIP destab 5, PHOSPHO1 inh 39 and SUMO HTRF inh 0.
COc1ccccc1NC(=O)c1c(Nc2ccccc2F)sc(C(=O)Nc2cccc(Cl)c2)c1N was read as NS3 helicase inh 1, FID counter -2, IDE cell activ 3, VIM-2 inhibitor -2.8, MEKK3 PB1 HTS 104, IMP-1 inhibitor -4.6, pCIP destab -3, PHOSPHO1 inh -24 and SUMO HTRF inh -24.
Screening COc1ccc(/C=C/C(=O)NC(=S)N2CCN(c3ccccn3)CC2)cc1OC returned NS3 helicase inh 2, FID counter -23, IDE cell activ -1, VIM-2 inhibitor 1.4, MEKK3 PB1 HTS 94, IMP-1 inhibitor -3.1, pCIP destab -2, PHOSPHO1 inh -87 and SUMO HTRF inh 13.
O=C(CN(Cc1ccccc1)S(=O)(=O)c1ccc(Cl)cc1)NCC1CCCO1 (stereo not given) was read as NS3 helicase inh 1, FID counter -27, IDE cell activ 3, VIM-2 inhibitor -0.9, MEKK3 PB1 HTS 97, IMP-1 inhibitor -1.4, pCIP destab 17, PHOSPHO1 inh 6 and SUMO HTRF inh 7.
`COc1ccc(CNc2nn[nH]n2)cc1OC` gave NS3 helicase inh -6, FID counter 2, IDE cell activ -4, VIM-2 inhibitor 1.3, MEKK3 PB1 HTS 94, IMP-1 inhibitor -2.6, pCIP destab -5, PHOSPHO1 inh 18 and SUMO HTRF inh 5.
`COCCOc1cc(N)c(Cl)cc1Cl` gave NS3 helicase inh 6, FID counter -1, IDE cell activ -2, VIM-2 inhibitor 0.2, MEKK3 PB1 HTS 90, IMP-1 inhibitor -2.4, pCIP destab 4, PHOSPHO1 inh 32 and SUMO HTRF inh 7.
COc1ccc(/C=N/NC(=O)c2ccc(Cn3cc([N+](=O)[O-])cn3)o2)cc1O was read as NS3 helicase inh 4, FID counter -5, IDE cell activ 3, VIM-2 inhibitor -3.8, MEKK3 PB1 HTS 105, IMP-1 inhibitor -2.4, pCIP destab -2, PHOSPHO1 inh -18 and SUMO HTRF inh 3.
O=C(NC1CCCC1)C(c1ccncc1)N(C(=O)c1csnn1)C1CCCC1 (stereo not given) was read as NS3 helicase inh 10, FID counter -9, IDE cell activ 2, VIM-2 inhibitor -4.2, MEKK3 PB1 HTS 93, IMP-1 inhibitor -1.2, pCIP destab -18, PHOSPHO1 inh 5 and SUMO HTRF inh -1.
For O=C(NCc1ccc2c(c1)OCO2)C1CCN(S(=O)(=O)c2cccs2)CC1 the results were NS3 helicase inh -4, FID counter -8, IDE cell activ 8, VIM-2 inhibitor -1.9, MEKK3 PB1 HTS 98, IMP-1 inhibitor -2.5, pCIP destab -8, PHOSPHO1 inh 23 and SUMO HTRF inh 8.
Screening COC(=O)C1=C(C)NC(=S)NC1c1ccco1 (stereo not given) returned NS3 helicase inh -2, FID counter 1, IDE cell activ -9, VIM-2 inhibitor -4.5, MEKK3 PB1 HTS 108, IMP-1 inhibitor -1.1, pCIP destab -5, PHOSPHO1 inh -93 and SUMO HTRF inh 23.
`COc1c(C)cc(S(=O)(=O)NC2CC(C)(C)NC(C)(C)C2)c(C)c1C` gave NS3 helicase inh 20, FID counter 13, IDE cell activ 7, VIM-2 inhibitor -2.3, MEKK3 PB1 HTS 90, IMP-1 inhibitor -3.5, pCIP destab -17, PHOSPHO1 inh 24 and SUMO HTRF inh 4.
